Giardia FBPA inh: qHTS Assay for Inhibitors of Fructose-1,6-bisphosphate Aldolase from Giardia Lamblia; A8B2U2; 290,000 compounds, 0.71% hits; purified Giardia FBPA; AID 2451, 2010; Potency, µM (titrated, usually from 59.6 µM), for the others: top-dose activity, negative = inhibition, actives largely listed as inhibitors; note: potency is the fitted concentration of half-maximal effect; nearly all actives have a fitted effect of over 55% in size
Target sequence (A8B2U2 whole entry, looked up): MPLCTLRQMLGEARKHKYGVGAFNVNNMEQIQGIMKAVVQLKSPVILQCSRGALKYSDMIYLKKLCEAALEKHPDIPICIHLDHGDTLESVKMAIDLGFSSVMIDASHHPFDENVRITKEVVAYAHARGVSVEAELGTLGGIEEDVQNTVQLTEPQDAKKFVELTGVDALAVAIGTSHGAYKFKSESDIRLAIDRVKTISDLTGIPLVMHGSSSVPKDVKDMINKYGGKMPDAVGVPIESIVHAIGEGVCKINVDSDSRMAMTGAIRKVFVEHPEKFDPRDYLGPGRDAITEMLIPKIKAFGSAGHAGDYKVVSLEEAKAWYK
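Giardia FBPA (40 nM reagent) was preincubated 10 min at RT with compound (up to 57.5 uM final), then substrate plus GAPDH/TPI/NAD/arsenate coupling system with diaphorase/resazurin was added; resorufin fluorescence (525/598 nm) was read after 20 min.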
Sm TGR inh: qHTS Assay for the Inhibitors of Schistosoma Mansoni Peroxiredoxins. Schistosoma mansoni thioredoxin glutathione reductase (TGR), Q962Y6. Potency, µM (top dose mostly 114 µM), for inactives: at the top dose activity change, negative = inhibition, actives largely listed as inhibitors. purified TGR, DTNB reduction, TNB absorbance 405 nm. 360,000 compounds, 3% hits; note: potency is the fitted concentration of half-maximal effect; nearly all actives have a fitted effect of over 60% in size
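Kinetic colorimetric format: TGR-catalysed, NADPH-driven DTNB reduction monitored via TNB absorbance. Enzyme dispensed at 20 nM; compound exposure 15 min at room temperature before reaction start.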
HCV inh: qHTS Assay for Inhibitors of Hepatitis C Virus (HCV); Huh7.5.1 HCVcc-Cre infection, luciferase reporter, 44 h; Potency, µM (series often up to 41.8 µM), for the others: at the highest dose activity change, negative = inhibition, actives largely listed as inhibitors; 340,000 compounds, 3.4% hits; note: potency is the fitted concentration of half-maximal effect
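Whole-lifecycle infectious HCVcc-Cre system; cells 1,000/well, compound then virus (~0.5 moi) added 4 h after plating, 44 h culture. Luciferase read 15 sec following 15 min substrate incubation, room temp.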
AMA1-RON2 inh: qHTS for Inhibitors of AMA1-RON; Towards Development of Antimalarial Drug Lead: Primary Screen; Plasmodium falciparum AMA1 (3D7) - RON2 peptide interaction; AlphaScreen AMA1-biotinylated RON2 peptide binding; Potency, µM (doses to about 58.2 µM), without a hit: top-dose activity change, negative = inhibition, actives largely listed as inhibitors; 360,000 compounds, 0.2% hits; AID 720542, 2013;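 note: potency is the fitted concentration of half-maximal effect; 0% = vehicle wells and -100% = peptide control; nearly all actives have a fitted effect of over 45% in size; some results filed as inactive show a strong effect at the top dose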
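AMA1 (3D7) with his tag at 25 nM final met compounds first, then biotinylated RON2 peptide at 25 nM; detection used donor plus acceptor beads, 10 µg/mL apiece, read by AlphaScreen after 30 min at room temperature.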
AmpC detergent: qHTS Inhibitors of AmpC Beta-Lactamase (assay with detergent); Potency, µM (top dose mostly 114 µM), inactives show at the top dose activity change, negative = inhibition, usual class: inhibitors; AID 485294, 2010; 370,000 compounds, 0.041% hits; AmpC hydrolysis of nitrocefin, absorbance 480 nm, 0.01% Triton; P00811;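 note: potency is the fitted concentration of half-maximal effect; 0% = no-compound wells and -100% = no-enzyme wells; nearly all actives have a fitted effect of over 25% in size; some results filed as inactive show a strong effect at the top dose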
Target sequence (P00811 whole entry, looked up): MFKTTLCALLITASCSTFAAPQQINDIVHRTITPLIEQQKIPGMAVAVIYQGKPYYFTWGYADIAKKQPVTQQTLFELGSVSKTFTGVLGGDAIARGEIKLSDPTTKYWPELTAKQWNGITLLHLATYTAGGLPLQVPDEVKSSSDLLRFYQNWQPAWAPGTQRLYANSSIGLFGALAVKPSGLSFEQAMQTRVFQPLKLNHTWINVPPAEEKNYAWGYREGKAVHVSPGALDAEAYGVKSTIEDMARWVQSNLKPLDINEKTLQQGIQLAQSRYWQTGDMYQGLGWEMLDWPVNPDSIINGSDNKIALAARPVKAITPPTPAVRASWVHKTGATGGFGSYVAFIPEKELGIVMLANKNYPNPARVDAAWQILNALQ
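AmpC (5.3 nM in the dispensed reagent) in 20 mM phosphate pH 7.0 with 0.01% (detergent screen) or 0.0001% Triton X-100 was preincubated with compounds for 15 min at room temperature. Nitrocefin was then added from an 800 uM solution, and hydrolysis was followed at 480 nm.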
HCMV antiviral: qHTS Assay for inhibitors of the human cytomegalovirus (HCMV). 410,000 compounds, 4.5% hits. HFF cells, HCMV-luciferase reporter, 72 h; stronger effect = lower value. activity change, negative = inhibition, % at 57.5 µM; in the data active = activity change below about -60%; inconclusive = no clear call, values can overlap the other calls; inactive = above about -39%
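Inhibition of viral replication was scored as loss of reporter luminescence in HFFs infected with HCMV-luciferase (MOI 1 PFU/cell) for 72 h; compounds tested at 2 doses, normalized to buffer and Salinomycin controls.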
The depositor's hits bear a star; ? = inconclusive; / = no result given; & = joins results of further samples; [ ] = dose if it differs, or a comment. Unless noted, calls come from the whole dose curve; as a rule, active = well fitted curve in the direction sought with a large enough effect; inconclusive = small, poorly fitted or top-dose-only effect, or another doubt; inactive = no such curve, though single readings can be large; an effect the other way counts as inactive or inconclusive. Unless noted, % is set by controls: 0 for no effect and ±100 for the full control effect.

SMILES	Giardia FBPA inh	Sm TGR inh	HCV inh	AMA1-RON2 inh	AmpC detergent	HCMV antiviral
Cc1cc(NC(=O)CCC(=O)N(CC(=O)NC2CCCC2)Cc2ccc(F)cc2)no1	7%	-15%	6%&-14%	4%	-14%	-12
C[n+]1cccc(CNC(=O)/C=N/O)c1	-1%	8%	-4%	13%	-13%	6
CC(C)CNC(=O)NC1C(NC(=O)NCC(C)C)N(C)C(=O)N1C (configuration not stated)	0%	2%	10%	-4%	-8%	4
O=C(Cc1ccccc1)NCC1OCCc2ccccc21 (configuration not stated)	-4%	8%	19%	11%	5%	-8
O=C1CCc2cc(S(=O)(=O)N3CCC(C(=O)NCc4ccccn4)CC3)ccc2N1	9%	-4%	6%	/	?	-16
COc1cccc(C2C(C#N)=C(N)Oc3cc(C)n(Cc4ccco4)c(=O)c32)c1 (configuration not stated)	?	?	-9%	14%	?	-27
CC1CCc2sc(C(=O)N(C)CC(=O)Nc3ccc(N4CCOCC4)cc3)cc2C1 (configuration not stated)	-15%	-14%	0%	-17%	8%	-68*
COc1cccc(NC(=O)Cn2cc(C=O)c3ccccc32)c1	14%	15%	2%	2%	?	-23
CC1CCC(NC(=O)COC(=O)c2ccc3ncsc3c2)CC1 (configuration not stated)	/	-17%	19%	-9%	-3%	-14
O=c1[nH]c(=O)n(Cc2ccco2)c(O)c1C=NCCN1CCNCC1	2%	?	-3%	48%[activator]	3%	11
CCOC(=O)c1c(C)[nH]c(C)c1C(=O)COC(=O)c1cccnc1SC	/	1%	-4%	-10%	-17%	11
COc1ccc(C(=O)N/C(=C\c2cn(C)c3ccccc23)C(=O)OCCN(C)C)cc1	1%	-1%	-18%	-14%	4%	19
Nc1nc(=S)c2ncn(C3OC(CO)C(O)C3O)c2[nH]1 (configuration not stated)	6.3µM*	-35%	-24%	35%[activator]	3%	-11
N/C(CCS(=O)(=O)c1ccc(Cl)cc1)=N\OC(=O)c1ccccc1Cl	2%	-5%	-8%	18%	0%	30
O=C(N/N=C/c1cccc(O)c1)NC1CCCCC1	3%	2%	-9%	-9%	-17%	-3
COc1ccc(-n2c(SCC(=O)O)nc3sc4c(c3c2=O)CCC4)cc1	12%	/	3%	-21%	-8%	-17
CCc1cccc2c1NC(=O)C21N2CCCC2C(C(=O)c2ccc3ccccc3c2)C12C(=O)Nc1ccccc12 (configuration not stated)	-12%	1%	?	-16%	-10%	-93*
Cc1ccc(S(=O)(=O)n2ccc(OC(=O)c3cccs3)n2)cc1	11%	6.3µM*	11%	0%	0%	19
CC(C)Nc1cc(N2CCCC2)ccc1[N+](=O)[O-]	/	-17%	?	-9%	0%	43
CCOc1ccc(/C=C/c2nc3ccccc3n2S(=O)(=O)c2ccc(Br)cc2)cc1	/	10%	/	/	0%	123
COc1cc(/C=C2\SC(=S)N(NC(=O)c3ccc(O)c(OC)c3)C2=O)ccc1O	-15%	-24%	-4%	?	0%	?
CCN1CCN(S(=O)(=O)c2c(C)[nH]c(C)c2C(=O)N2CCCCC2)CC1	7%	-1%	-1%	-11%	-1%	?
COc1ccccc1CNC(=O)c1ccccc1SCC(=O)NCc1ccco1	/	-4%	-17%	-6%	0%	-10
CCOC(=O)C1CCN(C(=O)c2ccc3c(c2)OCCO3)CC1	/	/	10%	-3%	/	0
Cc1ccccc1C(=O)c1cccn1CC(=O)NCCCc1ccccc1	5%	-35%	-6%	-9%	-14%	23
CC(NC(=O)c1cccnc1)C(c1cccs1)N1CCN(c2ccccc2F)CC1 (configuration not stated)	-6%	-11%	8%	-14%	-4%	-25
CCOC(=O)c1sc(NC(=O)c2ccc(C)o2)nc1C	-2%	8%[11.4 µM]	?	-1%	-12%	74
Cc1nnc(N(C)C(=O)c2cnccn2)s1	2%	2%	7%	-7%	10%	139
O=C(O)c1ccccc1Nc1cccc(OCc2ccc3ccccc3n2)c1	9%&-27%	-24%	4%	1%	-10%	-16
COc1ccc(CNC(=O)c2[nH]c(C)c(C(C)=O)c2C)cc1	3%	2%	-29%	-1%	-11%	-15
O=C(NCCN1Cc2ccccc2C1=O)c1cccs1	6%	-30%	3%	-6%	4%	59
Cc1ccc(-c2nnc(Oc3cccc(C)c3)c3ccccc23)cc1	5%	-7%	-8%	-7%	0%	-36
CC(C)(C)OC(=O)[C@H](NC(=O)OCc1ccccc1)c1ccccc1	/	-12%	-24%	47%[activator]	3%	0
COc1cc2c(C(=O)N3CCN(c4ccccc4)CC3)c(C)oc2cc1Br	-2%	3%	?	-26%	-3%	-5
O=C1C[C@@H]2CCN3C(=O)CCC[C@@H]([C@H]23)[C@@H]1Cc1ccccc1	6%[89.2 µM]	/	-10%	6%	/	-36
Nc1cnn(C2CCCO2)c(=O)n1 (configuration not stated)	10%	0%	1%	-3%	2%	25
O=C(CCS(=O)(=O)c1ccc(Br)s1)N1CCc2ccccc21	4%	-33%	5%	4%	-7%	-3
CN(C(=O)c1ccc(NC(=O)Cc2cccc(NC(=O)C3CCN(C(=O)C4CC4)CC3)c2)cc1)C1CC1	/	/	2%	-1%	/	0
COc1ccc(N2C(=O)c3cccc4cccc(c34)C2=O)cc1	2%	4%	16%	8%	5%	?
CCC/C(O)=C1\C(=O)CC(C)(C)CC1=NCc1ccccc1	5%	-2%	-14%	-5%	-7%	-17
Cc1nn(C)c(C(=O)N/N=C/c2cccc(Oc3ccccc3)c2)c1Br	/	1%	6%	5%	2%	16
COc1ccc(OCC(=O)N/N=C/c2cccc3cccnc23)cc1	/	/	2%	-11%	/	73
O=C(CCl)Nc1ccc(S(=O)(=O)NC2=NCCCCC2)cc1	/	/	?	-5%	/	-37
COc1ccc2oc(=O)c(C(=O)NCCc3ccc(OC)c(OC)c3)cc2c1	3%	8%	11%	-8%	6%	-3
Cc1cc(N(C)C)c(C#N)c(N2CCOCC2)n1	0%	5%	7%	7%	?	12
O=C(COc1ncnc2ccccc12)NC1CCCCC1	/	/	11%	0%	/	-1
CCOC(=O)c1ccc(-n2c(=S)sc3c(=O)[nH]c(C)nc32)cc1	0%	12%	10%	?	0%	/
CCN(CC)S(=O)(=O)c1cc(NC(=O)CSCc2c(C)noc2C)ccc1C	/	/	?	-8%	/	-17
Cc1ccc(Cn2nnc3c(=O)[nH]c(C4CCN(S(=O)(=O)/C=C/c5ccccc5)CC4)nc32)cc1	8%	9%	?	-2%	5%	48
O=C(CNS(=O)(=O)c1cccs1)N1CCN(c2ccccn2)CC1	3%	3%	15%	-5%	2%	28

Going on with the list:
SMILES	Giardia FBPA inh	Sm TGR inh	HCV inh	AMA1-RON2 inh	AmpC detergent	HCMV antiviral
COC(=O)c1sccc1NC(=O)c1cccnc1	9%	2%	14%	44%	0%	9
Cc1cc2c(c(=O)n1C1CC1)C(c1cccc(Cl)c1)C(C#N)=C(N)O2 (configuration not stated)	-9%	0%	-10%	16%	-17%	15
C=CC[C@H](CC(=O)N(CCO)Cc1ccccc1)C(=O)N[C@@H](C)COC(=O)[C@H](CC=C)CC(=O)OC(C)(C)C	/	/	?	-1%	/	17
COC(=O)C1C2C=CC(C3CC23)C1C(=O)OCC(=O)c1ccc(OC)cc1 (configuration not stated)	-5%	-18%	-24%	-12%	-5%	-15
CN1CCCN(Cc2nc(-c3cccc(C(F)(F)F)c3)no2)CC1	-24%	25µM*	?	41%[activator]	8%	23
CO/N=C/c1ccc(N2CCOCC2)c([N+](=O)[O-])c1	-4%	-1%	6%	-6%	-10%	15
CN1CCN(S(=O)(=O)c2ccc(N3CCc4ccccc4C3)nc2)CC1	0%	-3%	-16%	4%	-4%	5
Cc1ccc(N2C(=O)/C(=C/c3ccc(CN(CCC#N)S(C)(=O)=O)o3)C(=O)NC2=S)cc1	?	2.8µM*	-5%	0%	-10%	/
CNC(=O)CSc1nnc(-c2cnccn2)n1C	4%	/	6%	-2%	-5%	-31
COC(=O)c1[nH]c2ccc(F)cc2c1NC(=O)Nc1ccc(OC)cc1	10%	12%	2%	2%	?	22

Some of the entries above in a different format.
| SMILES | Giardia FBPA inh | Sm TGR inh | HCV inh | AMA1-RON2 inh | AmpC detergent | HCMV antiviral |
| --- | --- | --- | --- | --- | --- | --- |
| C=CC[C@H](CC(=O)N(CCO)Cc1ccccc1)C(=O)N[C@@H](C)COC(=O)[C@H](CC=C)CC(=O)OC(C)(C)C | / | / | ? | -1% | / | 17 |
| COC(=O)C1C2C=CC(C3CC23)C1C(=O)OCC(=O)c1ccc(OC)cc1 (configuration not stated) | -5% | -18% | -24% | -12% | -5% | -15 |
| CN1CCCN(Cc2nc(-c3cccc(C(F)(F)F)c3)no2)CC1 | -24% | 25µM* | ? | 41%[activator] | 8% | 23 |
| CO/N=C/c1ccc(N2CCOCC2)c([N+](=O)[O-])c1 | -4% | -1% | 6% | -6% | -10% | 15 |
| CN1CCN(S(=O)(=O)c2ccc(N3CCc4ccccc4C3)nc2)CC1 | 0% | -3% | -16% | 4% | -4% | 5 |
| Cc1ccc(N2C(=O)/C(=C/c3ccc(CN(CCC#N)S(C)(=O)=O)o3)C(=O)NC2=S)cc1 | ? | 2.8µM* | -5% | 0% | -10% | / |
| CNC(=O)CSc1nnc(-c2cnccn2)n1C | 4% | / | 6% | -2% | -5% | -31 |

Remaining list, next part:
SMILES	Giardia FBPA inh	Sm TGR inh	HCV inh	AMA1-RON2 inh	AmpC detergent	HCMV antiviral
CN(C)CCSc1nc(N)c2c3c(sc2n1)CN(C)CC3	-9%	-34%	0%	-6%	?	6
COc1cccc(OC)c1OCC(C)CNCC1CCCO1 (configuration not stated)	-18%	-9%	1µM*	-24%	2%	62
Cc1cc(C)n(CC(=O)n2c3c(c4ccccc42)CCCC3)n1	-17%	6%	?	-3%	-2%	13
COc1ccccc1/C=C/C=N/n1c(-c2cc(-c3ccccc3)n[nH]2)n[nH]c1=S	5%	6%	11%	71%[activator]	10%	41
CC(=O)c1c(C)[nH]c(C(=O)OCC(=O)Nc2cccc(S(=O)(=O)N3CCCC3)c2)c1C	-6%	2%	?	-4%	?	-65*
Cc1noc(C)c1CSc1nnc(-c2ccccc2F)n1CCc1ccccc1	2%	1%	?	0%	?	60
Cc1cccc(C(=O)OCC(=O)Nc2ccccc2C(=O)NC2CC2)c1	/	-29%	-14%	20%	-1%	-10
COc1ccccc1NC(=O)C(C)OC(=O)c1cc2ccccc2[nH]1 (configuration not stated)	/	-4%	?	-5%	1%	5
COc1ccc(S(=O)(=O)N2CCCCCC2)cc1NC(=O)CC1OC(=O)c2ccccc21 (configuration not stated)	/	40µM*	-8%	4%	?	-28
Cc1cccc(C)c1NC(=O)COC(=O)COc1ccc2c(C)cc(=O)oc2c1	8%	-10%	35%[activator]	14%	-11%	?
Cc1cc(C)n(Cc2cccc(C(=O)N/N=C/c3cccnc3)c2)n1	-1%	-1%	6%	31%[activator]	3%	2
Cc1cc(C)cc(NC(=O)COC(=O)c2cccc(S(=O)(=O)N3CCCCC3)c2)c1	/	-14%	2%	-4%	1%	-13
